Compound activity (PubChem BioAssay)
UTI89 phage lysis – protection from phage-mediated lysis, alamar blue read-out – E. coli UTI89, K1F phage, bacterial capsule biogenesis inhibitors (AID 488966); E. coli UTI89 K1F phage lysis, alamar blue, 2 h; higher % means a stronger effect; inhibition, % at 100 µM, or IC50 in µM where a hit was titrated; 340,000 tested, 0.02% active;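 active = phage lysis inhibition, versus mean bacterial control, above a set limit; inconclusive = no clear call, values can overlap the other calls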;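 note: capsule biogenesis inhibitors block K1F phage lysis so surviving cells raise fluorescence; higher fluorescence means more inhibition of phage lysis; actives were called in the ten point dose series up to 300 µM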
* hit, by the source's call; i = inactive; ? = inconclusive; [ ] = another dose, or the depositor's remark.

#	Molecule	UTI89 phage lysis
1	Cc1ccccc1OC1CCN(C(=O)C2CCC(=O)N(C3CCCC3)C2)CC1 (stereo not given)	0.3%
2	COC(=O)N1[C@H](C)C=C[C@]1(Cc1ccccc1)C(=O)NCCCNc1ncc(C(F)(F)F)cc1Cl	-0.2%
3	CCOc1ccccc1OCC(=O)OCC(=O)NNC(=O)c1ccc([N+](=O)[O-])cc1	-0.2%
4	CCOC(=O)Nc1cccnc1Sc1ccc(Cl)cc1	-1.4%
5	Cn1c(SCC(=O)NC2CCCCCC2)nnc1-c1ccco1	1.4%[50 µM]
6	COc1ccccc1N(C)S(=O)(=O)c1ccc(C(=O)Nc2ncc(C)s2)cc1	0.3%[50 µM]
7	C/C(=C\c1ccccc1)C(=O)N1CCN(Cc2ccc3c(c2)OCO3)CC1	-1.4%
8	COc1cc([N+](=O)[O-])ccc1NC(=O)NCC1CCN(Cc2ccc(Cl)cc2)CC1	0.0%
9	COC(CNS(=O)(=O)c1ccc(S(=O)(=O)NC2CC2)cc1)OC	-0.7%
10	CSc1ccccc1OCc1cc(C(=O)NCCc2ccco2)no1	-0.1%
11	COc1cccc(-c2c(C(=O)N/N=C/c3ccsc3)nnn2-c2nonc2N)c1	0.0%
12	CC1CCCC(C)N1C(=O)c1ccc(CS(=O)(=O)c2ccccc2)cc1 (stereo not given)	1.4%[50 µM]
13	CC1(c2nnc(-c3cccc(Cl)c3)o2)CC(c2cccnc2)=NO1 (stereo not given)	0.5%
14	CCC(=O)Nc1ccc2c(c1)nc(CCNC(=O)c1ccco1)n2C	-0.1%
15	O=C(NC1CCCCC1)C1CCN(S(=O)(=O)c2cccc3nonc23)CC1	0.1%
16	CN1CCN(C(=O)/C=C/c2c(F)cccc2Cl)CC1	-1.1%[50 µM]
17	O=C(NCc1ccccn1)c1ccccc1OCc1ccc(F)cc1	0.3%[50 µM]
18	COc1ccc(CCC(=O)Nc2ccc(S(=O)(=O)Nc3nccc(C)n3)cc2)cc1	0.7%
19	CCSc1nc2nccnc2c(=O)[nH]1	?
20	COc1ccc(CCNC(=O)Cc2ccc(C)cc2)cc1OC	0.6%
21	COc1cccc(NC(=O)COC(=O)CNC(=O)C2CCCCC2)c1	1.3%[50 µM]
22	CC1(C)NC(=O)N(CC(=O)Nc2cc(C(F)(F)F)cc(C(F)(F)F)c2)C1=O	1.9%[50 µM]
23	C=CC[C@]12CC=CC(=O)[C@@]1(O)O[C@H](c1ccc(OC)c(OC)c1)[C@H]2C	-0.5%
24	Cc1cccc(N2CCN(C(=O)CCNS(=O)(=O)c3ccc4c(c3)oc(=O)n4C)CC2C)c1 (stereo not given)	0.2%
25	COc1ccc(C(=O)NNC(=O)Cc2nc3nc(C)cc(C)n3n2)cc1	0.2%
26	O=C(c1cnn(C(=O)c2ccccc2F)c1)c1ccccc1O	0.2%[50 µM]
27	Cc1cc([N+](=O)[O-])ccc1N1C(=O)c2ccc(C(=O)Nc3ccccc3C(=O)O)cc2C1=O	-0.2%
28	CCN(CC)c1ccc(/C=N/NC(=O)c2ccc3c(c2)OCCO3)cc1	-0.1%
29	Cc1cccc(C)c1NC(=O)CN1CCN(C(=O)c2ccc(OCc3cn4ccccc4n3)cc2)CC1	0.6%
30	CCOc1ccc(OCCOC(=O)CN2C(=O)NC3(CCCC3)C2=O)cc1	1.7%[50 µM]
31	COc1ccc(N2C(=O)C(C)C(Cc3ccc(C)cc3)C2=O)cc1 (stereo not given)	0.2%
32	COc1ccc(N2C(=O)C(Cl)=C(N3CCOCC3)C2=O)cc1	0.4%
33	Cc1onc(-c2ccccc2)c1C(=O)N1CCCC1	1.4%[50 µM]
34	CC(SC1=NCCN1S(=O)(=O)c1ccc(F)cc1)c1ccccc1 (stereo not given)	1.1%[50 µM]
35	COc1ccc(/C=C/C(=O)Nc2ccccc2C(N)=O)cc1S(=O)(=O)N1CCOCC1	0.6%[50 µM]
36	O=C(NCC(c1ccco1)N1CCN(c2ccccc2)CC1)c1ccco1 (stereo not given)	1.0%[50 µM]
37	COc1ccccc1C(=O)Nc1ccnn1C1CCN(Cc2cnc(N(C)C)s2)CC1	0.0%
38	CCOc1ccccc1N(CC(=O)NC1CCCCC1)C(=O)CCC(=O)Nc1cc(C)ccn1	0.1%
39	Cn1c(=O)c2nc(SCCO)n(C)c2n(C)c1=O	-0.1%
40	COc1cc(CCCN2CCNC[C@H]2Cc2ccc(O)cc2)cc(OC)c1OC	0.8%
41	COC(=O)C[C@H]1c2cc(F)ccc2S(=O)(=O)N1Cc1ccccc1OC	0.0%
42	CC(C)(C)OC(=O)C[C@@H]1C/C=C\C[C@H](CC(=O)N(CCO)Cc2ccccc2)C(=O)N[C@@H](Cc2c[nH]c3ccccc23)COC1=O	1.5%
43	Cc1cnc(CNC(=O)c2ccc3oc(Cc4ccccc4)nc3c2)[nH]1	0.3%
44	Cc1nc2ccc(S(=O)(=O)N(C)CC(=O)NCCc3ccccc3)cc2s1	0.4%
45	COc1cc(-c2noc(CCC(=O)NC3CCCCC3)n2)cc(OC)c1OC	0.1%
46	Cc1c(NC(=S)NC(=O)c2cc3ccccc3o2)cccc1C(=O)O	2.2%[50 µM]
47	O=C(NCc1cccc(F)c1)C1CCC(=O)N(CCCN2CCOCC2)C1 (stereo not given)	0.9%[50 µM]
48	CCOC(=O)N1CCN(C(=O)c2ccc3c(c2)N(Cc2cccc(Cl)c2)C(=O)c2ccccc2S3=O)CC1 (stereo not given)	0.5%
49	CCCCn1nc(C(=O)Nc2ccc3c(c2)OCCO3)c2ccccc2c1=O	0.2%[50 µM]
50	COc1ccc(CNC(=O)Cn2nc([N+](=O)[O-])cc2C)cc1	0.2%
51	COc1ccc(CCNS(=O)(=O)c2ccc3c(c2)NC(=O)CS3)cc1OC	0.1%
52	Cc1ccc(N(C)C(=O)CC(C)S(=O)(=O)c2ccc3c(c2)NC(=O)CO3)cc1 (stereo not given)	2.0%
53	O=C1Nc2ccc(Br)cc2C1(O)c1ccc(F)cc1 (stereo not given)	0.2%
54	Cc1ccc(NC(=O)CCS(=O)(=O)c2cccc3nonc23)cc1Cl	0.3%
55	COc1ccc(-c2cc(C(=O)N(C)CC(=O)Nc3cccc(F)c3)c3ccccc3n2)cc1	-0.4%[50 µM]
56	C[C@@H](NC(=O)Cn1ccc(N)nc1=O)c1cccc2ccccc12	1.2%
57	CC(=O)Nc1ccc(NS(=O)(=O)c2cc(-c3cnc(C4CC4)o3)ccc2C)cc1	0.2%
58	COc1cc(C2C(C(=O)c3ccco3)=C(O)C(=O)N2Cc2ccccc2)ccc1O (stereo not given)	0.0%
59	O=C(COC(=O)c1cccc(S(=O)(=O)Nc2ccc(F)cc2)c1)NCCN1C(=O)CSC1=O	0.8%[50 µM]
60	O=C(CNC(=O)C1CC1)Nc1ccc(F)c(F)c1F	-0.4%

(further entries)
#	Molecule	UTI89 phage lysis
61	CCN(CC)C(=O)C1CCN(Cc2ccc(OCc3ccccc3)c(OC)c2)CC1	-0.1%
62	NC(=O)CC(NC(=O)c1ccc(Br)cc1)c1ccc(NC2CCCCCC2)c([N+](=O)[O-])c1 (stereo not given)	-0.7%
63	Cc1ccnc(NC(=O)CCC(=O)N(CC(=O)NCc2ccc(F)cc2)Cc2ccccc2)c1	-1.0%
64	COc1ccc(CC(=O)Nc2sc3c(c2C(N)=O)CCCC3)cc1OC	0.2%
65	Cc1noc(NS(=O)(=O)c2ccc(NC(=O)/C=C/c3ccc(Br)cc3)cc2)c1C	-0.4%[50 µM]
66	Cc1noc(C)c1NC(=O)N(C)C[C@H]1Oc2ccc(NC(=O)NC3CCCCC3)cc2C(=O)N([C@H](C)CO)C[C@@H]1C	0.3%
67	CCOC(=O)c1ccc(N(CC2CO2)S(=O)(=O)c2ccc(C)cc2)cc1 (stereo not given)	-1.4%
68	COc1ccc(OC)c(NC(=O)c2cc3ccccc3cc2OC)c1	0.2%
69	CCN(CC(=O)NCc1cccs1)C(=O)/C=C/c1cccc(OC)c1OC	-1.0%
70	CCOCCCNC(=O)CCN1C(=O)c2ccccc2Sc2ncccc21	0.1%
71	CN1CCN(CCCCOc2cccc3ccccc23)CC1	0.2%
72	CC(C)C(C(=O)NC(C)(C)C)N(CCN1CCOCC1)C(=O)CNS(=O)(=O)c1ccccc1 (stereo not given)	-0.1%
73	O=C1CCCN1CC(O)CS(=O)(=O)Cc1ccccc1 (stereo not given)	0.3%
74	COc1c(F)cc2[nH]c3c(c2c1F)CCNC3=O	1.7%
75	CC1CCN(C(=O)c2ncn(C)c2C(=O)N2CCC(C)CC2)CC1	-0.9%
76	CSc1nc(N)nc2c1ncn2CC(=O)NCc1ccc2c(c1)OCO2	0.5%
77	O=C(COc1ccc(Cl)cc1)Nc1ccc2[nH]ncc2c1	0.0%
78	CCNC(=O)O/N=C1\CCCCC1c1ccc([N+](=O)[O-])cc1[N+](=O)[O-] (stereo not given)	0.0%
79	COc1ccc(CNc2ncc(-c3ccc(F)cc3)n2C)cc1OC	-0.9%
80	COC(=O)c1ccc(CNC(=O)c2ccc(OC)c(S(=O)(=O)NC3CCCC3)c2)cc1	0.2%[50 µM]
81	O=C1CC2(CCCCCC2)Oc2ccccc21	1.1%
82	CC(C)NS(=O)(=O)c1ccc(NCCCn2ccnc2)c([N+](=O)[O-])c1	0.3%
83	COc1ccc(NC(=O)CN(C)S(=O)(=O)c2ccc(Br)s2)cc1	-0.2%
84	O=C(Cc1cccs1)NCc1ccc(Cl)cc1	0.0%
85	CC1=NN(C(N)=S)C(=O)C1N=Nc1ccc(Cl)cc1 (stereo not given)	-0.2%
86	COc1ccc(N(CC(=O)Nc2ccc(Cl)cc2)S(=O)(=O)c2c(C)n[nH]c2C)cc1	0.0%
87	CC(C)Sc1cc(Cl)nc(NC(=O)Nc2ccccc2)n1	0.4%
88	CSc1ccc(S(=O)(=O)NCC(=O)OCC(=O)N(C)C2CCCCC2)cc1[N+](=O)[O-]	0.8%[50 µM]
89	CCn1cc(CN2CCCC(C(=O)Nc3cccc(-c4cc5ccccc5[nH]4)c3)C2)c(C)n1 (stereo not given)	-0.4%[50 µM]
90	CN(CC(=O)Nc1cccc(F)c1)C(=O)CCN1C(=O)C2CC=CCC2C1=O (stereo not given)	0.7%[50 µM]

Reprinted from the entries so far (two entries):
#	Molecule	UTI89 phage lysis
89	CCn1cc(CN2CCCC(C(=O)Nc3cccc(-c4cc5ccccc5[nH]4)c3)C2)c(C)n1 (stereo not given)	-0.4%[50 µM]
90	CN(CC(=O)Nc1cccc(F)c1)C(=O)CCN1C(=O)C2CC=CCC2C1=O (stereo not given)	0.7%[50 µM]

Entries from the list above that contain a furan ring, fused or not, in the order listed:
#	Molecule	UTI89 phage lysis
5	Cn1c(SCC(=O)NC2CCCCCC2)nnc1-c1ccco1	1.4%[50 µM]
10	CSc1ccccc1OCc1cc(C(=O)NCCc2ccco2)no1	-0.1%
14	CCC(=O)Nc1ccc2c(c1)nc(CCNC(=O)c1ccco1)n2C	-0.1%
36	O=C(NCC(c1ccco1)N1CCN(c2ccccc2)CC1)c1ccco1 (stereo not given)	1.0%[50 µM]
46	Cc1c(NC(=S)NC(=O)c2cc3ccccc3o2)cccc1C(=O)O	2.2%[50 µM]
58	COc1cc(C2C(C(=O)c3ccco3)=C(O)C(=O)N2Cc2ccccc2)ccc1O (stereo not given)	0.0%

The list goes on:
#	Molecule	UTI89 phage lysis
91	Cn1cc(S(=O)(=O)N2CCCC2)cc1C(=O)O	0.2%[50 µM]
92	CC(Oc1ccccc1)C(=O)Nc1nnc(S(=O)(=O)N2CCCCC2)s1 (stereo not given)	0.1%
93	CC(=O)N/C(=C\c1ccccc1)C(=O)OC(C)C(=O)Nc1ccccc1F (stereo not given)	1.3%[50 µM]
94	C#CCOCCOCCOCCNc1nc(N2CCN(C(=O)CCCCCCCCCCNC(=O)Cn3cc(CCCCCN)nn3)CC2)nc(N2CCN(C(=O)CCCCCCCCCCNC(=O)[C@H](CO)n3cc(CCCSC)nn3)CC2)n1	0.1%
95	CNc1ncnc(Sc2nc(N)nc3nc[nH]c23)c1[N+](=O)[O-]	-2.5%
96	CCOC(=O)c1c(NC(=O)COC(=O)c2cccnc2OCC)sc(C(=O)N(CC)CC)c1C	1.1%
97	CCN(CC)S(=O)(=O)c1ccc2oc(SCC(=O)Nc3cc(C)on3)nc2c1	-1.6%
98	CNS(=O)(=O)c1cccc(C(=O)OC2CCOC2=O)c1 (stereo not given)	0.3%
99	COc1ccc(NC(=O)CSc2nc3sc4c(c3c(=O)n2-c2ccc(OC)cc2)CCN(C)C4)cc1	-0.1%
100	C/C=C(/C)C(=O)OC1CC(C)(C)C[C@H]2C3=CC[C@@H]4[C@@]5(C)CCC(O[C@@H]6O[C@@H](C(=O)O)[C@@H](O)C(O[C@@H]7OC[C@H](O)[C@@H](O)[C@@H]7O[C@@H]7OC(CO)C(O)[C@@H](O)[C@@H]7O)C6O[C@@H]6OC(CO)C(O)C(O)C6O)[C@@](C)(CO)[C@@H]5CC[C@]4(C)[C@]3(C)CC(O)[C@@]12CO (stereo not given in full)	2.2%
101	O=C(O)c1ccc(NS(=O)(=O)c2cccc(C(=O)Nc3ccc([N+](=O)[O-])cc3)c2)cc1	-1.2%
102	Cc1ccccc1SCC(=O)OCC(=O)N1CC(=O)Nc2ccccc21	0.7%[50 µM]
103	CCOC(=O)Cn1cnc2c(nnn2-c2cccc(Cl)c2)c1=O	-0.7%[50 µM]
104	COc1cccc(C(=O)Nc2cccc(-c3ccccc3)c2)c1	12%
105	Cc1ccc(NC(=O)COc2ccc(N(C)C(=O)C(C)(C)C)cc2)cc1S(=O)(=O)N1CCCCC1	1.0%[50 µM]
106	O=C(OCC(=O)N1CCOCC1)c1cc(-c2ccccc2)nc2ccccc12	3.9%
107	COc1ccc(/C=C2\SC(N)=NC2=O)cc1	i
108	COc1ccc(S(=O)(=O)N2CCCOC2CNC(=O)C(=O)NC2CCCC2)cc1 (stereo not given)	-0.1%
109	CC(=O)Nc1ccc(S(=O)(=O)NC(C)c2ccccc2)cc1 (stereo not given)	1.0%
110	CCN(CC(=O)Nc1c(F)cccc1F)C(=O)c1ccc2ccccc2n1	-0.4%[50 µM]

This is a subset, so the mix of outcomes need not match the whole.
